Source: PubChem BioAssay
AddAB inh: growth inhibition of E. coli expressing H. pylori AddAB, primary screen, AddAB inhibitor project, absorbance; inhibition, % at 11.9 µM; 330,000 compounds, 0.29% hits; in the data active means inhibition above about 12%;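 further: 0% = vehicle wells of infected cells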
E coli growth: E. coli V3065 growth inhibition, primary screen, counter-screen for AddAB inhibitor project, absorbance, OD600; 18 h; inhibition, % at 11.9 µM; 330,000 compounds, 0.27% hits; AID 449728, 2010;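 active means inhibition above the campaign's mean inhibition across all tested compounds plus 3 SD, cut at about 9.9% in these data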;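 further: uninfected addAB+ strain grown without phage in ampicillin broth; 0% = DMSO wells and 100% = ciprofloxacin 0.95 µg/ml wells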
MOR-DOR ag: agonists of OPRM1-OPRD1 heterodimerization, primary screen, cell-based, luminescence | Mu-type opioid receptor (Homo sapiens) + Delta-type opioid receptor (Homo sapiens), … | cells | 340,000 compounds, 0.3% hits | activation, % at 9.3 µM; in the data active means activation above about 18%;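 further: 0% = vehicle-treated cells and 100% = reference agonist; values of inactives mirror those of a sister screen read the other way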
SUMO Mot1 rescue: yeast Mot1-301 growth rescue at high temperature, primary screen, SUMOylation pathway inhibitor project, S. cerevisiae, ATP luminescence, 38.5C. S. cerevisiae Mot1-301 growth rescue; percent above DMSO median, 100 means doubled. growth rescue, % at 18.8 µM. 320,000 compounds, 1% hits;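 active means every valid replicate shows activation above 250% relative to neutral control wells; inactive means the rest, any valid replicate at or below 250%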;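 further: OY570 slx delta 5 strain wells were the positive control but not used for scaling; some compounds called inactive have numbers as strong as hits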
DSG3 Ab inh: inhibitors of pemphigus antibody binding to DSG3, primary screen, biochemical, bead-based, flow cytometry, scFv-GFP | DSG3-coupled beads, scFv-anti-DSG3-GFP binding; stronger effect = lower value | binding (percent of control), % at 10 µM | 310,000 compounds, 0.48% hits;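 active means binding more than 3 SD below its plate's average and above zero; inconclusive means below that plate limit but binding exactly zero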; further: some compounds called inactive have numbers as strong as hits
Target sequence (P32926 whole entry, looked up): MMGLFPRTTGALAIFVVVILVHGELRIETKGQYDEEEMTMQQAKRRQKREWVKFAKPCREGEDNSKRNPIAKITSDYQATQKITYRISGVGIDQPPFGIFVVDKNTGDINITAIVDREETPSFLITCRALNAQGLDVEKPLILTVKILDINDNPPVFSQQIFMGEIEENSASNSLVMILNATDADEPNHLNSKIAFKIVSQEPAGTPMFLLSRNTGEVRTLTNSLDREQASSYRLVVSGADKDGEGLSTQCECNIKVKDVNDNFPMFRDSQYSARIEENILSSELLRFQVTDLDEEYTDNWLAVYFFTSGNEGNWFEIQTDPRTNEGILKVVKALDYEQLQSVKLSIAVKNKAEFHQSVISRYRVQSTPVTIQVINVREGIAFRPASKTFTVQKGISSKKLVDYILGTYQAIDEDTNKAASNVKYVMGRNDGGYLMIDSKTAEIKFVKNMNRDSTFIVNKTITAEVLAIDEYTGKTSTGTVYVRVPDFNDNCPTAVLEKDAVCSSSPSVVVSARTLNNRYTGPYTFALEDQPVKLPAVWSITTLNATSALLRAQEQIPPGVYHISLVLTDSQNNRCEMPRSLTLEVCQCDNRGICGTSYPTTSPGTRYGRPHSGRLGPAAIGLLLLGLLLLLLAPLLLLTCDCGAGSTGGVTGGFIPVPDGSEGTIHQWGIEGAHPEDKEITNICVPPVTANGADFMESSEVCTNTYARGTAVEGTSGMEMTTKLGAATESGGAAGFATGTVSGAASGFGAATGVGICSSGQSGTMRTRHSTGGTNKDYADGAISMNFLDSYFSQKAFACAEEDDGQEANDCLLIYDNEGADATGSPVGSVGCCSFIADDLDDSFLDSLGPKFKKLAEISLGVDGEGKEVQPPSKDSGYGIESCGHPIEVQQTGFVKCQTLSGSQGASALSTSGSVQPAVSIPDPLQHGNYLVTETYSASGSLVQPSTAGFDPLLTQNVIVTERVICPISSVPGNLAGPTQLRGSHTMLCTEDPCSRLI
PfHsp90 yeast 2: growth inhibition of PfHsp90-expressing yeast, primary screen, antimalarial PfHsp90 inhibitor project, S. cerevisiae, BacTiter-Glo luminescence, single point, set 2; BacTiter-Glo ATP, 48 h; yeast lacking PDR1 and PDR3 efflux regulators; 310,000 compounds, 0.32% hits; inhibition, % at 9.4 µM;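 active means every replicate shows inhibition above about 80%, whatever the replicate mean, limit read from the data; inconclusive means mean inhibition reaches the set limit but some replicate falls short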;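 further: 0% = DMSO neutral controls and 100% = 20 µM radicicol positive controls; yeast relying on Plasmodium falciparum Hsp90 in place of its own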
Tat transport: E. coli Tat export inhibitors, primary screen, MC4100, TorA-mCherry reporter, fluorescence, single point. AID 488895, 2010. inhibition, % at 10 µM. 340,000 compounds, 0.036% hits;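 active means mean replicate inhibition at least 50% and at least half of replicates individually reaching 50%; inconclusive means only one of the two criteria met; inactive means neither criterion met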;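 further: exported cargo escapes ClpAP degradation while cytoplasmic cargo is degraded and loses fluorescence; 0% = median of neutral control wells and 100% = median of NaSCN control wells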
Arr AP2 block: inhibitors of beta-arrestin/AP2 binding, primary screen, biochemical, GPCR trafficking, flow cytometry; beta-arrestin 1 C-terminal peptide binding to AP2 beta2-adaptin appendage (human); 340,000 compounds, 0.31% hits; inhibition, % at 10 µM; FITC-arrestin peptide / GST-AP2 beads; AP2 beta2 appendage carries R879A mutation;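 active means inhibition above a set limit, near 3 SD of compounds lacking own fluorescence, cut at about 54% in these data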;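 further: plate controls were DMSO wells for no effect and 5 µM unlabelled arrestin peptide for full effect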
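System: GST-tagged AP2 beta2-adaptin appendage (R879A) on 4 µm glutathione beads / Reagent: FITC-arrestin peptide, 50 nM / Detection: HyperCyt-sampled flow cytometry, FL1 channel, ex 488/em 535 nm / Timing: 12 min plus 1 h, RT / Buffer or medium: PBS plus Tween 20 (0.05%) and BSA (0.1%)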
MOR-DOR inv ag: inverse agonists of MOR-DOR heterodimerization, primary screen, cell-based, luminescence | cell-based MOR-DOR heterodimer luminescence, inverse agonism | inhibition, % at 9.3 µM | 340,000 compounds, 0.21% hits | AID 504357, 2011; in the data active means inhibition above about 22%, passing the limit was not always enough;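 further: 0% = cells with DMSO and 100% = wells without cells with DMSO; values of inactives mirror those of a sister screen read the other way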
phage Ecoli inh: growth loss of phage-infected E. coli, primary screen, RecBCD inhibitor project, absorbance, with phage, HTS; 360,000 compounds, 0.26% hits; inhibition, % at 11.9 µM; AID 651602, 2012; in the data active means inhibition above about 11%
PKA-R1A activ: activators of PKA-R1A holoenzyme, primary screen, biochemical, fluorescence polarization, Cy5-IP20, bovine R1A, mouse PKAc; activation, % at 11.4 µM; AID 504707, 2011; cAMP-dependent protein kinase type I-alpha regulatory subunit (Bos taurus) + …; 340,000 compounds, 0.083% hits; PKA-R1A dissociation; scaled: DMSO 0%, 113 µM cGMP 100%;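 active means percent activation above the mean of all tested compounds plus 3 SD, cut at about 19% in these data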;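 further: higher means more PKAc released from R1A so a rise in polarization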
* marks the source's active call; other numbers are inactive results; ? = inconclusive; . = not tested or not shown.

SMILES	AddAB inh	E coli growth	MOR-DOR ag	SUMO Mot1 rescue	DSG3 Ab inh	PfHsp90 yeast 2	Tat transport	Arr AP2 block	MOR-DOR inv ag	phage Ecoli inh	PKA-R1A activ
CN(C)S(=O)(=O)c1cccc(C(=O)NCC(C)(C)CNC(=O)c2cccc(S(=O)(=O)N(C)C)c2)c1	3.4	-0.6	-1.7	21	.	10	1	1	9	1.3	1
O=C(Cc1ccccc1)Nc1ncnc2c1C(c1ccccc1)c1c(ccc3ccccc13)O2 (stereo unspecified)	5.1	3.8	7.6	126	97	-2	6	3	-47	0.6	2
COC(=O)C1=C(C)N(C)C(=O)NC1c1ccccc1 (stereo unspecified)	-1.0	-0.1	-2.6	.	96	-6	-1	4	15	1.0	-3
CCn1c(CNC(=O)COc2c(C)cccc2C)nnc1SCC(=O)Nc1nccs1	1.3	-2.2	-1.5	-8	100	-15	-3	8	8	1.8	-1
CCN(CCn1cccn1)Cc1cn[nH]c1-c1ccc(OC)cc1F	-3.0	-1.9	0.3	12	102	34	-8	7	-1	-0.8	-3
COC(=O)c1cc(=O)n(Cc2ccc(OC)c(OC)c2)c(=Nc2ccc(F)cc2)s1	-0.2	-3.0	-2.5	6	91	14	3	-2	15	2.2	-7
CC1CCCN(S(=O)(=O)c2ccc(NC(=O)C3CC(=O)N(c4ccccc4)C3)cc2)C1 (stereo unspecified)	5.6	3.5	-0.4	21	.	5	3	26	2	2.1	-13
CCOC(=O)C1(Cc2ccc(OC)cc2)CCN(C(=O)C2CC(=O)N(C3CC3)C2)CC1 (stereo unspecified)	2.1	-0.3	-0.3	-15	93	-1	-6	-9	2	0.0	6
O=C(NC1CC1)C1CCN(C2CCN(C(=O)Cc3ccc(F)cc3)CC2)CC1	-1.0	-2.1	-3.3	-1	103	-1	?	26	17	2.0	-10
CS(=O)(=O)c1ccc2nc(NC(=O)CN3CCOCC3)sc2c1	0.5	-0.3	-2.4	18	116	0	-4	36	12	0.8	-4
CCOc1ncccc1C(=O)N1CCN(C(=O)c2ccccc2)CC1	-0.9	2.2	0.6	15	.	4	-2	-9	-2	1.4	-5
CSc1ccc(C(=O)C2CCCN(C(=O)c3csc(C(C)=O)c3)C2)cc1 (stereo unspecified)	3.9	1.5	-4.0	-2	97	-16	1	-11	18	0.7	14
Cc1c(NC(=O)CN(c2ccccc2)S(=O)(=O)c2ccc(F)cc2)c(=O)n(-c2ccccc2)n1C	-1.1	-2.9	-1.4	-5	109	18	-2	49	7	-0.2	3
COc1cccc(OC)c1C(=O)OCC(=O)N(c1ccccc1)C1CCCCC1	0.1	-2.2	-2.9	18	106	1	-3	0	11	0.1	-9
COc1cccc(N(CC(=O)NCCN2CCOCC2)S(=O)(=O)c2ccccc2)c1	-0.6	-2.3	-0.4	-21	99	10	0	1	3	-1.4	16
O=C(NCc1nc(-c2ccccc2)no1)c1ccc(Br)o1	0.4	2.4	-1.0	19	100	9	-6	-6	6	-0.3	-6
COc1ccc(/C=N/NC(=O)c2nnn(-c3nonc3N)c2-c2cccs2)c(OC)c1	3.9	1.4	-1.8	7	122	4	-1	-6	9	-0.3	-8
COc1ccccc1C(=O)NC1CCSc2ccccc21 (stereo unspecified)	-2.1	0.1	1.3	82	105	2	5	-4	-6	1.9	-7
CC(=O)Nc1ccc(NC(=O)C(C)OC(=O)c2c(NC(C)=O)sc(C)c2C)cc1 (stereo unspecified)	1.6	0.5	-2.5	49	104	-2	-7	31	10	6.7	4
Cc1ccc(SCCNC(=S)Nc2cc(C)ccc2C)cc1	4.8	9.1	0.1	133	108	5	7	0	0	1.3	4

Whole records, quoted from the list.
COc1cccc(N(CC(=O)NCCN2CCOCC2)S(=O)(=O)c2ccccc2)c1 reads AddAB inh: -0.6; E coli growth: -2.3; MOR-DOR ag: -0.4; SUMO Mot1 rescue: -21; DSG3 Ab inh: 99; PfHsp90 yeast 2: 10; Tat transport: 0; Arr AP2 block: 1; MOR-DOR inv ag: 3; phage Ecoli inh: -1.4; PKA-R1A activ: 16
CC(=O)Nc1ccc(NC(=O)C(C)OC(=O)c2c(NC(C)=O)sc(C)c2C)cc1 (stereo unspecified) reads AddAB inh: 1.6; E coli growth: 0.5; MOR-DOR ag: -2.5; SUMO Mot1 rescue: 49; DSG3 Ab inh: 104; PfHsp90 yeast 2: -2; Tat transport: -7; Arr AP2 block: 31; MOR-DOR inv ag: 10; phage Ecoli inh: 6.7; PKA-R1A activ: 4
COc1ccc(/C=N/NC(=O)c2nnn(-c3nonc3N)c2-c2cccs2)c(OC)c1 reads AddAB inh: 3.9; E coli growth: 1.4; MOR-DOR ag: -1.8; SUMO Mot1 rescue: 7; DSG3 Ab inh: 122; PfHsp90 yeast 2: 4; Tat transport: -1; Arr AP2 block: -6; MOR-DOR inv ag: 9; phage Ecoli inh: -0.3; PKA-R1A activ: -8

The listing picks up, repeating the two entries before the break.
SMILES	AddAB inh	E coli growth	MOR-DOR ag	SUMO Mot1 rescue	DSG3 Ab inh	PfHsp90 yeast 2	Tat transport	Arr AP2 block	MOR-DOR inv ag	phage Ecoli inh	PKA-R1A activ
CC(=O)Nc1ccc(NC(=O)C(C)OC(=O)c2c(NC(C)=O)sc(C)c2C)cc1 (stereo unspecified)	1.6	0.5	-2.5	49	104	-2	-7	31	10	6.7	4
Cc1ccc(SCCNC(=S)Nc2cc(C)ccc2C)cc1	4.8	9.1	0.1	133	108	5	7	0	0	1.3	4
CN1CCN(c2cc(=O)n(Cc3ccc(F)cc3)c(=O)[nH]2)CC1	1.0	-0.3	-0.8	-11	97	5	4	1	5	3.1	-12
Clc1ccc(NCc2nnc3n2CCCCC3)cc1	0.3	-1.4	-1.4	-1	104	-9	0	2	8	1.4	1
COc1ccc(C(=O)COC(=O)c2ccccc2C(=O)N(C)c2ccccc2)c(OC)c1	-0.7	-1.2	-1.2	-8	99	.	1	11	6	2.1	-2
CC(=O)Nc1cccc(NC(=O)CSc2n[nH]c(-c3ccccc3)n2)c1	-2.8	-3.3	-2.0	-11	97	-6	1	-21	11	2.3	-11
COc1ccc2oc(=O)c(C(=O)n3ccc(C)n3)cc2c1	1.6	-0.6	-0.3	-13	104	.	-3	18	2	-0.9	-13
Cc1ccc(-c2nnc(OCCN3CCOCC3)c3ccccc23)cc1	-0.2	-1.7	0.9	-5	.	15	10	5	-5	0.5	0
CSc1ccc(CN2CCC(Cc3ccccc3)CC2)cc1	3.7	0.7	2.2	66	105	-1	7	-14	-11	0.6	3
Cn1c(=O)c2c(SCC(=O)Nc3ccccc3F)nc(C3CC3)nc2n(C)c1=O	3.7	-1.3	-3.1	1	108	-8	-13	-3	18	-1.2	1
COc1ccc(C2CC(c3cccs3)=NN2C(=O)CSc2nc3ccccc3s2)cc1 (stereo unspecified)	-1.3	0.1	0.5	0	108	-23	-6	-5	-2	0.7	-12
CCc1ccc(OCC(=O)Nc2ccc(S(=O)(=O)Nc3ccccn3)cc2)cc1	2.4	0.4	0.0	-3	97	4	3	-4	0	3.8	-4
COc1ccc(S(=O)(=O)CCC(=O)Nc2cc(C)ccc2OC)cc1	5.9	0.8	-2.6	-17	104	0	4	8	13	4.2	1
CCN1/C(=C(\O)c2ccccc2)C(=O)c2ccccc2S1(=O)=O	-2.9	-6.1	1.6	-7	93	-96	0	7	-9	-1.6	-2
COc1c(C)cc(C(=O)C2CCCN(Cc3ccc(Oc4ncccn4)cc3)C2)cc1C (stereo unspecified)	1.3	0.3	0.1	-6	97	-29	2	33	0	1.4	-1
O=C(CNS(=O)(=O)c1ccc(Br)s1)N1CCN(c2ccc(F)cc2)CC1	-1.1	-1.0	2.3	20	98	24	-14	2	-19	-0.9	-6
Cc1ccc2nc(-c3cccc(S(=O)(=O)N4CC(C)OC(C)C4)c3)cn2c1 (stereo unspecified)	-0.5	-1.4	0.9	135	88	8	-2	-5	-4	-0.3	-4
CC1CC(C)CN(C(=O)c2cc3c(=O)n4ccccc4nc3s2)C1 (stereo unspecified)	-0.5	-0.1	-1.1	0	.	-70	2	-1	7	1.6	1
CCc1ccccc1NC(=O)CCNS(=O)(=O)c1cc(Br)cnc1N	0.8	-1.0	0.4	14	88	3	-3	-5	-2	0.5	-1
O=C(CCN1C(=O)c2ccccc2C1=O)NC(=S)Nc1ccccc1Cl	-0.2	-0.4	3.3	-13	104	27	7	-7	-17	2.4	-4
COc1ccc(CC2SC(N)=NC2=O)cc1 (stereo unspecified)	3.3	1.6	-2.7	2	125	10	-14	4	13	3.9	-7
CCOC(=O)c1cnc2cc(F)c(F)cc2c1N1CCOCC1	2.2	-0.2	-2.1	-10	101	10	-7	-6	10	0.6	-5
CCOC(=O)NN1C(=O)c2ccccc2NC1c1cccc(O)c1 (stereo unspecified)	2.9	-1.6	1.3	7	99	-13	-14	4	-7	2.8	-11
O=C(CCn1[nH]c(=O)c2ccccc2c1=O)N1CCOCC1	2.9	3.2	-3.0	-13	107	3	-19	-2	17	1.9	-7
CCOC(=O)N1CCC(N(C(=O)Nc2cccc(OC)c2)C(C)CC)CC1 (stereo unspecified)	1.8	0.6	-0.9	4	94	-13	-4	19	5	-0.9	-12
CCOc1ccc(-c2cn(-c3ccc(OC)cc3)c(SC)n2)cc1	1.8	0.6	2.2	5	104	13	?	5	-12	3.1	-8
Cc1ccc(-c2nnn(CC(=O)N(CC(=O)NC(C)C)c3cnc4ccccc4c3)n2)o1	2.3	2.9	-0.9	-15	96	9	0	1	5	2.0	-7
Cc1nc2c([nH]c3ccccc32)c(=O)n1N	2.8	1.8	.	12	99	6	-4	23	.	4.6	.
O=c1cc(-c2cccnc2)oc2c1ccc1ccccc12	3.8	0.8	.	-1	102	.	.	8	.	1.9	.
Cc1cccc(C)c1NC(=S)N1CCOCC1	1.1	0.1	-0.7	84	114	3	-9	-9	4	2.4	-6
Cc1ccccc1-n1c(N)cc(=O)[nH]c1=S	2.1	1.7	-2.2	-4	99	1	-8	0	12	0.5	1
